HCV inhibitor = qHTS Assay for Inhibitors of Hepatitis C Virus (HCV); Huh7.5.1 HCVcc-Cre infection, luciferase reporter, 44 h; Potency, µM (top dose mostly 41.8 µM), for inactives: at the highest dose activity change, negative = inhibition, usual class: inhibitors; 340,000 tested, 3.4% active; note: potency is the fitted concentration of half-maximal effect; % is set by controls: 0 for no effect and ±100 for the full control effect
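HCVcc-Cre virus at an moi near 0.5 was added right after compound to cells cultured 4 h from seeding (1,000 cells/well). Luciferase activity was determined 44 h later, 15 min after substrate addition at RT.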
Shiga toxin inh = A qHTS for Small Molecule Inhibitors of Shiga Toxin; Vero cells, Shiga toxin protein synthesis inhibition reporter; inhibition, % at 38.7 µM; 290,000 tested, 9.2% active; in the data active = inhibition mostly above about 28%, no sharp cut-off; inactive = mostly below about 43%; note: 0% is about no effect
LmPK inhibitor = qHTS Assay for Inhibitors of Leishmania Mexicana Pyruvate Kinase (LmPK) | Q27686 | purified LmPK, Kinase-Glo ATP luminescence, 1 h | Potency, µM (highest dose often 57.5 µM), for the others: at the highest dose activity change, negative = inhibition, actives largely listed as inhibitors | 290,000 tested, 0.37% active | AID 1721, 2009; note: potency is the fitted concentration of half-maximal effect; % is set by controls: 0 for no effect and ±100 for the full control effect
Target sequence (Q27686 whole entry, looked up): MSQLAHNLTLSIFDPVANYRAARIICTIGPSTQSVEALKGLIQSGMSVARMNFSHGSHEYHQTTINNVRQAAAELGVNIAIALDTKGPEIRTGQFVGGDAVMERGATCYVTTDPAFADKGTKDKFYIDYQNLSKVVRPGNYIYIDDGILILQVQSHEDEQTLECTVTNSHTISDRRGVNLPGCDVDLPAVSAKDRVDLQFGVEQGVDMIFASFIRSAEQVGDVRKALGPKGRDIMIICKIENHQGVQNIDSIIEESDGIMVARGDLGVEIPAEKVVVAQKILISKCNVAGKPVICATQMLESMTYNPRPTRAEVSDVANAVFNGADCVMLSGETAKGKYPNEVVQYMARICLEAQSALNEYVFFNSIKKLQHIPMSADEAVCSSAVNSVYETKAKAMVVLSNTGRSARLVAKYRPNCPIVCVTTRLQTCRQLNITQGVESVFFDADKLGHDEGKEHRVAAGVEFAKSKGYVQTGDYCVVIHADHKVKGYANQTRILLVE
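Purified LmPK (0.1 nM) with 0.5 mM PEP and 0.1 mM ADP in imidazole buffer pH 7.2 with MgCl2/KCl, 1 h at room temperature. ATP formed was read by luciferase luminescence and normalized to no-enzyme and uninhibited controls.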
Cycloheximide cs = Cycloheximide Counterscreen for Small Molecule Inhibitors of Shiga Toxin; cell reporter, cycloheximide protein synthesis inhibition counterscreen; max response, %; 300,000 tested, 12% active; AID 2314, 2010; in the data active = max response mostly above about 13%, no sharp cut-off; inactive = mostly below about 14%; note: read at 38.3 µM for the half of the compounds with a filed dose; 0% is about no effect
Pf growth 96h = Primary qHTS for delayed death inhibitors of the malarial parasite plastid, 96 hour incubation. P. falciparum luciferase reporter growth, 96 h. Potency, µM (doses to about 28.7 µM), without a hit: at the top dose activity change, negative = inhibition, usual class: inhibitors. 320,000 tested, 6.9% active. AID 504834, 2011; note: potency is the fitted concentration of half-maximal effect; % is set by controls: 0 for no effect and ±100 for the full control effect
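Parasite growth measured via integrated firefly luciferase reporter in P. falciparum. Infected erythrocytes at 2% hematocrit, 0.05% parasitemia final were treated 96 hours at 37 C under 5% CO2, and luminescence was read.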
Pf growth 48h = Primary qHTS for delayed death inhibitors of the malarial parasite plastid, 48 hour incubation; P. falciparum luciferase growth in erythrocytes, 48 h; Potency, µM (highest dose often 28.7 µM), inactives show at the highest dose activity change, negative = inhibition, hits mostly inhibitors; 310,000 tested, 5.9% active; note: potency is the fitted concentration of half-maximal effect; % is set by controls: 0 for no effect and ±100 for the full control effect
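Read-out is firefly luciferase luminescence from an integrated reporter in P. falciparum, so falling signal marks reduced parasite growth. Infected erythrocytes were at 2% hematocrit and 0.1% parasitemia (final) in Albumax-supplemented RPMI 1640.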
TbPYK inhibitor = qHTS of Trypanosoma Brucei Inhibitors. TbPYK enzyme, Kinase-Glo Plus ATP luminescence, 45 min. Potency, µM (series often up to 76.8 µM), inactives show top-dose activity, negative = inhibition, hits mostly inhibitors. 410,000 tested, 0.12% active. AID 624173, 2012; note: potency is the fitted concentration of half-maximal effect; % is set by controls: 0 for no effect and ±100 for the full control effect; nearly all actives have a fitted effect of over 50% in size
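Activity of T. brucei pyruvate kinase was followed by Kinase-Glo Plus luminescence after the enzyme reacted 45 min at room temperature with 130 uM ADP (final) and substrate. Test compounds were added before ADP at multiple concentrations.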
* hit, by the source's call; ? = inconclusive; · = not tested or not shown; & = joins results of further samples; [ ] = another dose, or the depositor's remark. Unless noted, calls come from the whole dose curve; as a rule, active = well fitted curve in the direction sought with a large enough effect; inconclusive = small, poorly fitted or top-dose-only effect, or another doubt; inactive = no such curve, though single readings can be large; an effect the other way counts as inactive or inconclusive.

SMILES	HCV inhibitor	Shiga toxin inh	LmPK inhibitor	Cycloheximide cs	Pf growth 96h	Pf growth 48h	TbPYK inhibitor
CN1CCN(Cc2ccc(-c3ccc(Cl)cc3)o2)CC1	14.1µM*	67.0	8.3%	25.5*	·	-2.0%	0.8%
O=c1c2cccc3c2c(nn1-c1ccccc1)-c1ccccc1-3	?	-12.1	0.4%	0.5	?	-2.5%	1.2%
CN1OC(Cn2cc(C#N)c(=O)n(C)c2=O)CC1c1ccccc1 (stereo unspecified)	-12.1%	22.6	-4.9%	9.0	45.0%[activator]	-20.8%	-3.9%
CN1CCN(c2ccc(N)c(N3CCN(C)CC3)c2)CC1	-0.2%	-5.4	3.0%	-2.3	·	·	-7.9%
COc1ccc(/C=C(\NC(=O)c2ccc(OC)cc2)C(=O)NC(CCSC)C(=O)O)cc1 (stereo unspecified)	3.3%	-13.1	-5.9%	-1.7	·	9.1%	-5.1%
CC(C)CNC(=S)N1CCC(NC(=O)C23CC4CC(CC(C4)C2)C3)CC1	-0.7%	12.1	-3.0%	-2.9	?	?	2.4%
O=S(=O)(c1ccc2ccccc2c1)N1CCC(c2nc(-c3ccncc3)no2)CC1	8.91µM*	-1.4	7.0%	-2.1	?	13.1µM*	4.4%
O=C(N/N=C/c1coc2ccccc2c1=O)c1cc2ccccc2o1	19.1%	-15.3	0.3%	13.8	1.5%	24.4%	-1.5%
CC(C)(C)OC(=O)Nc1ncnc2c1ncn2C1OC(CO)C2OC(C)(C)OC21 (stereo unspecified)	2.4%	1.8	-3.1%	-2.4	109.7%[activator]	?	6.4%
NS(=O)(=O)c1ccc(Oc2ccc(S(N)(=O)=O)cc2)cc1	2.2%	-11.1	0.4%	-0.7	44.1%[activator]	-13.4%	-4.8%
Cc1cc(C)cc(N(CC(=O)NCc2cccnc2)S(C)(=O)=O)c1	13.2%	-3.7	-2.7%	0.9	?	4.0%	-13.0%
CC(=O)Nc1nonc1-c1nc2ccccc2n1CCC#N	-7.0%	-2.7	3.6%	-4.6	-17.7%	4.5%	-3.0%
NC(=O)NC(Cc1ccccc1)C(=O)Nc1ccc(S(N)(=O)=O)cc1 (stereo unspecified)	17.9%	-23.5	-0.2%	-8.6	·	-10.9%	-4.9%
COC(=O)CSc1nc(NC#N)nc(NC(C)C)n1	20.3%	-3.8	-0.7%	1.8	48.5%[activator]	25.7%	1.4%
CCN(CC#CCC(O)(c1ccccc1)C1CCCC1)C(C)C (stereo unspecified)	?	43.5	-0.5%	-5.1	?	?	-1.9%
CCNc1nc2[nH]c(=O)c3c(c2s1)OC(N)=C(C#N)C3c1ccc(C)cc1 (stereo unspecified)	-8.4%	-6.1	2.4%	1.1	?	?	-4.2%
Cc1ccc(C(=O)N2CCC3(CC2)Oc2ccc(F)cc2C(=O)C32CC(c3ccc(Cl)cc3)=NO2)s1 (stereo unspecified)	16.3%	2.1	7.9%	-1.1	?	?	-0.8%
Cc1ccc(S(=O)(=O)NC2(C(F)(F)F)NC(=O)N(c3ccc(F)cc3)C2=O)cc1 (stereo unspecified)	13.3%	-2.8	-2.5%	-3.7	-7.8%	14.0%	4.3%&4.2%
CC(C)OC(=O)c1nnc(Cc2ccc(F)cc2)o1	6.6%	-0.4	-0.4%	-0.5	?	·	-4.1%
N#CC1=C(N)Oc2cc(N)ccc2C1c1ccsc1 (stereo unspecified)	-6.5%	-1.7	2.9%	-5.3	10.4µM*	3.9%	0.0%
O=C(COC(=O)C12CC3CC(CC(O)(C3)C1)C2)Nc1cccc(Br)c1	2.9%	·	·	·	88.3%[activator]	159.0%[activator]	-1.7%
O=[N+]([O-])c1cc2c(c(CSc3ncccn3)c1)OCOC2	?	60.3	0.3%	21.3*	57.0%[activator]	58.1%[activator]	1.9%
c1ccc(-c2cn(-c3ccccc3)c3ncnc(NCCCN4CCOCC4)c23)cc1	?	-16.5	-0.3%	-8.5	?	-18.2%	-1.0%
CC[n+]1c(/C=C/N(C)c2ccccc2)sc2ccc(Cl)cc21	?	1.7	-3.8%	-1.8	0.131µM*	0.104µM*	4.2%
COc1cccc(NC(=O)c2cc(=O)c3ccccc3o2)c1	11.6%	47.4*	2.1%	18.9*	75.5%[activator]	66.1%[activator]	-7.4%

Additional compounds follow:
SMILES	HCV inhibitor	Shiga toxin inh	LmPK inhibitor	Cycloheximide cs	Pf growth 96h	Pf growth 48h	TbPYK inhibitor
c1ccc2c(c1)ncn2CCn1cnc2ccccc21	12.7%	-17.6	14.7%	-3.1	-1.5%	·	0.4%
C/C(=N/NC(=O)c1nnn(-c2nonc2N)c1-c1ccccc1)c1ccc2c(c1)OCO2	?	-1.8	-0.2%	-3.2	20.2%	8.1%	0.3%
O=c1n(-c2ccccc2)c(=O)n(Cc2ccccn2)n1Cc1ccccn1	19.3%	13.6	0.9%	0.3	·	-8.7%	1.9%
O=S(=O)([O-])C(c1ccccc1)[n+]1ccccc1 (stereo unspecified)	4.9%	·	·	·	66.4%[activator]	5.4%	-5.8%
Cc1ccc(C)c(OCCNc2ncccc2[N+](=O)[O-])c1	-16.3%	16.3	0.7%	11.8	355.7%[activator]	0.5%	-3.4%
O=C(CC12CC3CC(CC(C3)C1)C2)Nc1ccc(C(=O)O)cc1	15.4%	-13.7	5.9%	-1.9	-21.7%	9.1%	0.0%
COc1ccc(CCN(C)C(=O)c2cc(-c3ccccc3)nc3ccccc23)cc1OC	·	-11.9	0.0%	-3.5	7.38µM*	13.1µM*	-0.1%
Cc1nn(-c2ccccc2)c(C)c1/C=N/n1c(-c2ccc(Cl)cc2)n[nH]c1=S	-22.2%	6.7	1.8%	-0.5	-29.8%	-22.5%	-29.6%
CCCOc1ccc(N2C(=O)CC(N(C(=O)c3ccco3)c3ccc(OCCC)cc3)C2=O)cc1 (stereo unspecified)	?	-11.4	-4.0%	-3.9	?	·	1.2%
CCn1c(=O)cc(SCC(=O)NCc2ccccn2)c2ccccc21	-4.1%	-3.1	-5.6%	8.2	34.1%[activator]	27.2%	-7.9%
CCN(CCO)Cc1csc2c(Br)cccc12	-15.8%	-21.9	-4.4%	-1.9	150.4%[activator]	41.0%[activator]	-10.4%
COc1ccc(OC)c(-c2cc(C(=O)N3CCN(c4ccccc4)CC3)no2)c1	-11.6%	-5.9	-2.2%	7.3	0.1%	·	-1.9%
Cc1cccc(NC(=O)CSCC(=O)NCc2cccc(C(F)(F)F)c2)c1	-20.4%	7.7	-8.7%	17.1	?	-13.4%	-0.3%
CSc1ccccc1C(=O)N1CCCC(CNC(=O)c2ccc(F)cc2)C1 (stereo unspecified)	-2.0%	29.5	1.7%	19.3	1.0%	7.5%	-3.3%
Cc1csc(SCC(=O)O)n1	2.9%	27.3	-3.8%	-1.7	4.9%	-0.7%	0.5%
CCOC(=O)c1nccnc1C(=O)Nc1cccc(C(F)(F)F)c1	15.8%	-2.9	4.8%	-3.4	?	-11.4%	2.2%
N#Cc1c(N)nc(-c2ccccc2)nc1-c1ccccc1	-0.1%	15.4	-1.3%	-1.5	15.6%	8.6%	-4.2%
Oc1ccc2ccccc2c1N=Nc1ccccn1	8.91µM*	18.1	-13.9%	15.0	6.57µM*	?	-3.8%
Cc1cc(C)cc(NC(=S)N2CCN(Cc3ccccc3)CC2)c1	-12.5%	-1.3	-1.4%	10.9	-7.7%[5.75 µM]	11.4%	-0.4%
Cc1cc(NC(=O)CSc2nnnn2Cc2ccccc2)no1	-2.7%	-3.4	3.4%	-5.3	·	-29.0%	-1.2%
COc1ccc(NS(=O)(=O)c2cccc(C(=O)NCc3ccccc3CN3CCCC3)c2)cc1	11.2µM*	·	·	·	13.1µM*	13.1µM*	4.3%
C/C(=N\Nc1ccccn1)c1ccc(S(=O)(=O)NCc2ccco2)cc1	-0.1%	81.2*	6.6%	43.6*	4.4%	0.4%	-5.0%
CCCSc1nc(N2CCCC2)c2c(c1C#N)CC(C)(C)OC2	?	12.3	5.5%	-2.0	?	22.1%	-2.9%
CCN(CC)C(=O)N1CCN(S(=O)(=O)c2ccccc2)CC1	22.4%	-45.6	-4.0%	-4.3	-3.9%	-1.8%	1.0%
COc1cc(C(=O)Nc2ccc(S(=O)(=O)Nc3onc(C)c3C)cc2)cc(OC)c1OC	-5.5%	1.5	-2.7%	2.2	88.4%[activator]	-5.8%	-20.5%

A draw from above in order of SMILES length, lowest first.
SMILES	HCV inhibitor	Shiga toxin inh	LmPK inhibitor	Cycloheximide cs	Pf growth 96h	Pf growth 48h	TbPYK inhibitor
Cc1csc(SCC(=O)O)n1	2.9%	27.3	-3.8%	-1.7	4.9%	-0.7%	0.5%
Oc1ccc2ccccc2c1N=Nc1ccccn1	8.91µM*	18.1	-13.9%	15.0	6.57µM*	?	-3.8%
Cc1cc(NC(=O)CSc2nnnn2Cc2ccccc2)no1	-2.7%	-3.4	3.4%	-5.3	·	-29.0%	-1.2%
O=S(=O)([O-])C(c1ccccc1)[n+]1ccccc1 (stereo unspecified)	4.9%	·	·	·	66.4%[activator]	5.4%	-5.8%
CCCSc1nc(N2CCCC2)c2c(c1C#N)CC(C)(C)OC2	?	12.3	5.5%	-2.0	?	22.1%	-2.9%
CCn1c(=O)cc(SCC(=O)NCc2ccccn2)c2ccccc21	-4.1%	-3.1	-5.6%	8.2	34.1%[activator]	27.2%	-7.9%
O=C(CC12CC3CC(CC(C3)C1)C2)Nc1ccc(C(=O)O)cc1	15.4%	-13.7	5.9%	-1.9	-21.7%	9.1%	0.0%
COc1ccc(OC)c(-c2cc(C(=O)N3CCN(c4ccccc4)CC3)no2)c1	-11.6%	-5.9	-2.2%	7.3	0.1%	·	-1.9%

Next section
SMILES	HCV inhibitor	Shiga toxin inh	LmPK inhibitor	Cycloheximide cs	Pf growth 96h	Pf growth 48h	TbPYK inhibitor
CCS(=O)(=O)C1=NSC2=NC(=O)/C(=C\c3ccc(OC(=O)c4ccco4)cc3)C(=N)N21	9.0%	12.1	-8.5%	2.2	10.7%	8.0%	1.4%
O=C(CSc1nnc(-c2c[nH]c3ccccc23)o1)N1c2ccccc2CCc2ccccc21	7.94µM*	10.5	2.8%	9.4	65.0%[activator]	?	2.9%
O=C(NC(=O)C(F)(F)F)Nc1ccc(S(=O)(=O)Nc2nccs2)cc1	19.9%	·	4.4%	-1.3	?	81.4%[activator]	-5.5%
COc1ccc(-n2nc3c(N4CCC(C(=O)NCc5ccccc5C)CC4)nnc(C)c3c2C)cc1	11.2µM*	-5.5	-5.7%	-10.6	?	?	-2.1%&1.7%
Cc1cc(C)nc(NC(=O)CSc2nc3cc(Cl)ccc3s2)n1	11.6%	18.7	2.6%	13.3	·	35.2%[activator]	0.1%
CCOc1ccc(-c2[nH]nc3c2C(c2ccc4c(c2)OCO4)C(C#N)=C(N)O3)cc1OC (stereo unspecified)	21.4%&-3.8%	30.9	-13.9%	1.5	13.1µM*	-16.4%	-18.7%

High-throughput results (PubChem BioAssay)
